Source: PubChem BioAssay
Pemphigus Ab inh: human desmoglein-3 autoantibody binding inhibition | binding (percent of control), % at 10 µM | P32926 | 0.48% of 310,000 active | DSG3-coupled beads, scFv-anti-DSG3-GFP binding, flow cytometry; stronger effect = lower value;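 active means binding more than 3 SD below its plate's average and above zero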;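 further: hits lower antibody fragment binding to DSG3; some compounds called inactive have numbers as strong as hits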
Target sequence (P32926 whole entry, looked up, the tested form may be a part): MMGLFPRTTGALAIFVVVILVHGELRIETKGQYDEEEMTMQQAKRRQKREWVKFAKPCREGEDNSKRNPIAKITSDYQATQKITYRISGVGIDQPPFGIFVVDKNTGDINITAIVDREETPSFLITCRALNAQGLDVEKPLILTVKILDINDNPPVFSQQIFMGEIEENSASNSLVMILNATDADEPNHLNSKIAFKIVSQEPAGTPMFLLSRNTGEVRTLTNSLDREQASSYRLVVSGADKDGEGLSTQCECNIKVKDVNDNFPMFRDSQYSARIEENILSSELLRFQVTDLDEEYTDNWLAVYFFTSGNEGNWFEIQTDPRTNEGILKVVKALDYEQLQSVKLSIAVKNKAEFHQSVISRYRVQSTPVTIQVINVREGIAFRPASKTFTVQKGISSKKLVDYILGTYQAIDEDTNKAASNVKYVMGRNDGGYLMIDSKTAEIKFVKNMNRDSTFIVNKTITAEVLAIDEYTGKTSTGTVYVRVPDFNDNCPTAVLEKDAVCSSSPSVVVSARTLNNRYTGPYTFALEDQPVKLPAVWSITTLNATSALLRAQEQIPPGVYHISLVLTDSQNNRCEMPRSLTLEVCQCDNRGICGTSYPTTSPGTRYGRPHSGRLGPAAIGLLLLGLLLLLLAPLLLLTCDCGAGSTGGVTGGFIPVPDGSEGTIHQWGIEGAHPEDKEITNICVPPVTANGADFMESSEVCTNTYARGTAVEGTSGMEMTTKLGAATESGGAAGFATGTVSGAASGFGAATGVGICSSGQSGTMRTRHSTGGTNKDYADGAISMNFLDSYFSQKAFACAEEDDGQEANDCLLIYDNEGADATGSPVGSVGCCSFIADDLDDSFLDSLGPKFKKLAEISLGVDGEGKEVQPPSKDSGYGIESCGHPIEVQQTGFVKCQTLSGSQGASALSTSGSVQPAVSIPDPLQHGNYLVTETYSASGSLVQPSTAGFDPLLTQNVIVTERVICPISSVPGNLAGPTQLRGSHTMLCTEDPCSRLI
SUMO Mot1 rescue: inhibitors of SUMOylation pathway: yeast Mot1-301 growth rescue; S. cerevisiae Mot1-301 growth rescue, ATP luminescence, 38.5C; percent above DMSO median, 100 means doubled; growth rescue, % at 18.8 µM; 1% of 320,000 active;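 active means every valid replicate shows activation above 250% relative to neutral control wells; inactive means the rest, any valid replicate at or below 250%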;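 further: OY570 slx delta 5 strain wells were the positive control but not used for scaling; some compounds called inactive have numbers as strong as hits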
PKA-R1A activ: activators of PKA-R1A complex; P00514+P68181; PKA-R1A dissociation, Cy5-IP20 fluorescence polarization; scaled: DMSO 0%, 113 µM cGMP 100%; activation, % at 11.4 µM; 0.083% of 340,000 active; AID 504707;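 active means percent activation above the mean of all tested compounds plus 3 SD, cut at about 19% in these data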;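 further: higher means more PKAc released from R1A so a rise in polarization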
phage Ecoli inh: E. coli growth loss with phage present; growth absorbance; inhibition, % at 11.9 µM; 0.26% of 360,000 active; AID 651602; in the data active means inhibition above about 11%
AddAB inh: less growth of phage-infected E. coli with AddAB; 0.29% of 330,000 active; AID 435030; E. coli expressing H. pylori AddAB, absorbance growth; inhibition, % at 11.9 µM; in the data active means inhibition above about 12%;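 further: 0% = vehicle wells of infected cells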
PfHsp90 yeast 2: growth inhibition of yeast expressing Plasmodium Hsp90 | S. cerevisiae expressing PfHsp90, BacTiter-Glo ATP, 48 h; yeast lacking PDR1 and PDR3 efflux regulators | 0.32% of 310,000 active | inhibition, % at 9.4 µM;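 active means every replicate shows inhibition above about 80%, whatever the replicate mean, limit read from the data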;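 further: 0% = DMSO neutral controls and 100% = 20 µM radicicol positive controls; yeast relying on Plasmodium falciparum Hsp90 in place of its own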
HTR5A inv ctr: counter-screen for OPRM1-OPRD1 inverse agonists: human HTR5A inverse agonism | HTR5A cell line, luminescence | inhibition, % at 9.3 µM | 0.083% of 340,000 active; in the data active means inhibition mostly above about 23%, no sharp cut-off; inactive means mostly below about 18%;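 further: 0% = cells with DMSO and 100% = no-cell wells with DMSO; some compounds called inactive have numbers as strong as hits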
OPRM1-OPRD1 ag: OPRM1-OPRD1 heterodimerization agonism | 0.3% of 340,000 active | AID 504326 | cells, luminescence | activation, % at 9.3 µM; in the data active means activation above about 18%;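 further: 0% = vehicle-treated cells and 100% = reference agonist; values of inactives mirror those of a sister screen read the other way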
OPRM1-OPRD1 inv: mu-delta opioid heterodimer inverse agonism; P35372+P41143; cell-based MOR-DOR heterodimer luminescence; inhibition, % at 9.3 µM; 0.21% of 340,000 active; in the data active means inhibition above about 22%, passing the limit was not always enough;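 further: 0% = cells with DMSO and 100% = wells without cells with DMSO; values of inactives mirror those of a sister screen read the other way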
E coli growth: bacterial growth inhibition, counter-screen for AddAB inhibitors | E. coli V3065 growth, OD600 absorbance, 18 h | inhibition, % at 11.9 µM | 0.27% of 330,000 active;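 active means inhibition above the campaign's mean inhibition across all tested compounds plus 3 SD, cut at about 9.9% in these data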;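 further: uninfected addAB+ strain grown without phage in ampicillin broth; 0% = DMSO wells and 100% = ciprofloxacin 0.95 µg/ml wells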
HTR5A ag: HTR5A agonism, opioid heterodimer counter-screen. P47898. HTR5A agonist assay, luminescence, cell-based. activation, % at 9.3 µM. 0.61% of 340,000 active; in the data active means activation mostly above about 9.5%, no sharp cut-off; inactive means mostly below about 7.6%;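 further: 0% = cells with vehicle only and 100% = reference agonist; strong numbers were not always called active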
Numbers without * were called inactive; . = no result given.

SMILES	E coli growth	SUMO Mot1 rescue	HTR5A inv ctr	OPRM1-OPRD1 ag	Pemphigus Ab inh	OPRM1-OPRD1 inv	HTR5A ag	PfHsp90 yeast 2	AddAB inh	phage Ecoli inh	PKA-R1A activ
Cc1cc(C(=O)NCCCN(C)C)c2ccccc2n1	.	.	3	-1.1	102	6	-1	-8	.	2.8	-10
O=C(CCC1COc2ccccc2O1)Nc1cccnc1 (centres undefined)	0.5	7	7	-1.4	110	7	4	.	0.4	2.3	-2
CN(CC(=O)Nc1ccccc1Cl)C(=O)CSC(=S)N1CCCC1	-0.5	10	4	-2.4	94	13	0	13	0.6	0.5	-16
CC(C)(C)c1ccc(C(=O)N2CCN(S(=O)(=O)c3ccc(Br)s3)CC2)cc1	0.7	-24	4	12	.	-46	-1	-21	2.9	0.1	-10
C=C(C)CSc1nc(N)c2c(C)c(C)sc2n1	1.6	0	26	-0.4	96	2	3	2	3.0	2.0	-4
CCCCCNC(=O)CCCCn1c(=O)[nH]c2cc(OCC)c(OCC)cc2c1=O	-0.4	6	2	-1.1	.	7	0	-15	1.0	2.9	3
COc1ccc(Cl)cc1Nc1nc(C)cc(C)c1C(N)=O	-2.6	-8	-4	0.3	97	-1	-3	14	1.1	1.6	-1
Cc1ccc(-n2ccc(=O)c(C(=O)Nc3ccc(S(=O)(=O)Nc4nccc(C)n4)cc3)n2)cc1	-3.7	10	-4	-1.2	100	6	-4	-10	-0.1	-0.5	7
CCc1ccc(C(=O)NNC(=O)C2CC(=O)N(c3ccc4c(c3)OCCO4)C2)cc1 (centres undefined)	-0.3	-12	13	0.3	.	-1	-5	13	-0.6	-2.5	-5
CCCN(CCC)CCCNC(=O)c1cn(CCOC)c(=O)c2c1c1ccccc1n2C	-0.2	0	-5	-0.3	99	2	0	17	0.8	2.2	-9
Cc1csc(CNC(=O)C2CCC(=O)N(CCCc3ccccc3)C2)n1 (centres undefined)	-0.9	.	-15	-1.9	98	10	3	5	2.7	1.7	5
O=C(CCn1cccc1)NCc1ccccc1	1.7	-15	-12	-2.3	98	14	-3	14	2.5	2.1	2
COCCN(C(C)=O)c1nnc(-c2cnccn2)s1	-2.6	12	-4	-3.7	99	21	1	19	0.6	1.9	4
Cc1cc(C)cc(N(CC(=O)Nc2cccc(C)n2)S(=O)(=O)c2c(C)noc2C)c1	-0.4	528*	-6	2.0	108	-10	2	20	2.6	3.0	-2
CCOC(=O)c1c(CN(C)C)n(-c2ccccc2)c2cc(Br)c(OC)cc12	-0.5	25	1	4.7	102	-24	0	24	-1.3	1.1	-2
Cc1cc(=O)oc2c(C)c(OCC(=O)N3CCC(C(=O)O)CC3)ccc12	2.5	-6	9	-2.2	106	11	1	3	5.7	1.9	-11
CCOC(=O)C1=C(C)NC(=S)NC1c1ccc(-c2ccc(Cl)cc2)o1 (centres undefined)	-0.5	7	-3	1.4	97	-9	1	-37	2.2	3.2	3
O=C1c2cc(S(=O)(=O)NCCCO)ccc2-c2ccc(S(=O)(=O)NCCCO)cc21	0.3	5	10	-2.8	107	13	0	.	0.5	2.7	5
CCOc1ccccc1CN1CCN(Cc2cccc3nonc23)CC1CCO (centres undefined)	-3.5	-11	-10	-2.6	108	14	3	-14	0.7	0.3	3
COc1cc2c(cc1OC)-c1cc(Nc3ccc(F)cc3)nc(=O)n1CC2	-1.0	-1	-9	-2.2	99	11	3	0	2.4	1.8	-9
Cc1cc(C(=O)NCc2ccco2)on1	0.8	-3	-12	0.0	101	0	4	-9	0.1	0.8	5
O=C(CCN1C(=O)c2cccc([N+](=O)[O-])c2C1=O)Nc1nccs1	-1.4	4	12	-3.6	109	17	-5	.	1.9	-0.3	-9
CCOc1cc(C=O)cc(Cl)c1OCC(N)=O	-1.6	16	-1	-0.1	83	1	0	.	0.3	3.6	7
CCOc1ccc(S(=O)(=O)NC2=NCCCCC2)cc1	1.4	-15	-1	-0.9	100	5	0	-12	2.0	3.2	2
CN1CCN(CCCNC(=O)c2cn(C)c3ccc(S(=O)(=O)N(C)C)cc3c2=O)CC1	4.0	-1	8	-2.2	107	12	-3	16	6.2	3.0	-3
CCOc1ccc(NC(=O)Nc2ccon2)cc1	-0.3	-31	10	-5.2	107	17	0	23	2.4	2.3	-1
CCOC(=O)c1cc(C#N)c(Oc2cccc(C(F)(F)F)c2)nc1-c1ccccc1	1.3	-9	12	0.3	103	-1	-5	.	3.5	1.6	4
CCOc1ccccc1CNCCN1CCOCC1	-0.8	-10	28	-1.3	105	7	0	-25	1.1	-0.9	-9
Cc1ccc(C)c(C(=O)CSc2nnc(C)s2)c1	0.1	.	-4	-1.2	101	7	2	-6	2.5	2.3	-7
Cc1ccc(SCC(=O)OCC(=O)N(C)CC(=O)Nc2ccccc2Cl)cc1	0.8	-4	15	-1.0	122	5	-6	5	1.6	0.8	-12
COc1ccc(NC2(c3ccc(Cl)cc3)C(=O)c3ccccc3C2=O)cc1	5.8	.	-4	-5.7	102	31	1	6	-1.0	1.7	0
CCN(CC(=O)NCc1ccco1)S(=O)(=O)c1ccc(OC)cc1	1.5	7	11	-1.5	102	10	-4	.	-0.3	-1.3	-2
O=C(NC1CCCC1)c1cc(-c2ccc(Cl)cc2Cl)on1	-0.5	123	-6	1.1	.	-7	-2	-5	4.0	2.1	-4
CCN(C1CCS(=O)(=O)C1)S(=O)(=O)c1ccc(OC)c(OC)c1 (centres undefined)	-0.8	-7	8	-0.5	98	3	1	3	0.7	1.9	-8
COc1ccc(C=C2C(=O)OC(C)(C)OC2=O)cc1OC	1.7	16	13	-3.6	105	17	-4	-10	1.6	-0.6	1
O=C(c1ccc(F)cc1)n1cc(C(=S)N2CCOCC2)c2ccccc21	0.8	-6	1	-0.3	99	2	0	-101	1.2	3.7	-1
CCOC(=O)N1CCN(CCC(=O)Nc2ccc(Br)c(C)c2)CC1	-0.4	-19	-22	-0.6	107	3	4	.	1.4	-2.8	-3
Cc1ccc(CNC(=O)CN2C(=O)COc3ccc(S(=O)(=O)N4CCCCC4)cc32)o1	-2.5	-13	0	-2.5	100	12	2	1	3.9	0.5	-15
O=C(OCC(=O)N1CCCC1=O)c1ccc(F)c(S(=O)(=O)N2CCOCC2)c1	1.9	-12	-7	-4.2	105	17	3	8	1.8	2.0	-16
O=C(O)c1cccc(N/N=C/C2=C(Cl)c3cc(Cl)ccc3SC2)c1	.	.	31	-2.9	95	16	3	-8	.	1.8	6
Cc1nnc(N2C(=O)c3cccc4c([N+](=O)[O-])ccc(c34)C2=O)s1	-0.5	-22	9	2.4	106	-12	-1	11	-1.2	0.1	5
CCCCC(CC)CN=C(N)NC(N)=NCCCCCCN=C(N)NC(N)=NCC(CC)CCCC (centres undefined)	101*	-55	-10	9.7	134	-54	5	110*	98*	.	0
CCCc1ccc(C(=O)[C@@H]2[C@@H](C(C)=O)N3c4ccc(F)cc4C=C[C@@H]3[C@@]23C(=O)Nc2ccccc23)cc1	-1.5	1	-15	1.0	86	-5	2	-14	-0.8	2.2	-8
CC(C)CC(=O)Nc1nnc(S(=O)(=O)N2c3ccccc3CC2C)s1 (centres undefined)	-1.0	2	5	13	105	-74	-2	-8	0.4	3.1	4
COc1ccc(C(=O)N/N=C/c2c(C)[nH]c(=O)[nH]c2=O)cc1	0.7	-9	-6	-0.2	99	1	2	10	5.4	1.4	-12
COc1ccc(OCC(=O)NCCC2=CCCCC2)c([N+](=O)[O-])c1	0.4	-6	0	5.0	101	-36	8	-10	4.0	2.0	-13
COc1ccc(NC(=O)CSc2nc(=O)n(CCN3CCOCC3)c3c2CCCC3)c(OC)c1	2.2	4	11	-0.4	121	2	-4	0	0.9	0.1	0
N#Cc1c2ccc([N+](=O)[O-])cc2[n+]([O-])n1-c1ccccc1	38*	384*	8	9.2	100	-48	-2	91*	37*	17*	-4
COc1cc2[nH]c(=O)n(Cc3ccc(C(=O)N4CCC(N5CCCCC5)CC4)cc3)c(=O)c2cc1OC	1.3	245	-16	-2.1	102	12	6	-4	0.7	.	-10
Cc1ccccc1NS(=O)(=O)c1ccc(NC(=O)c2ccco2)cc1	-2.0	-5	11	1.7	102	-9	2	-11	0.1	2.7	-2

(list continues)
SMILES	E coli growth	SUMO Mot1 rescue	HTR5A inv ctr	OPRM1-OPRD1 ag	Pemphigus Ab inh	OPRM1-OPRD1 inv	HTR5A ag	PfHsp90 yeast 2	AddAB inh	phage Ecoli inh	PKA-R1A activ
CCCCOc1ccc(C(=O)NCC2(c3ccccc3)CCOCC2)cc1	1.2	-16	-1	-0.5	104	2	0	.	4.4	3.7	-3
CCCN(CCC)C(=O)CSc1nc2ccsc2c(=O)n1NC(=O)c1ccccc1	-1.6	-3	-6	-2.5	91	13	-1	.	2.8	2.5	2
COc1ccccc1N1CCN(C(=O)c2cc(=O)c3cc(C)ccc3o2)CC1	0.7	51	5	-1.5	.	7	-2	-7	-0.4	3.2	-3
CC(C)(C)Cc1nc(-c2ccc(Cl)cc2)no1	-0.1	5	2	-4.1	108	19	-2	.	-3.1	5.1	-4
COC(=O)N1[C@H](Cc2ccccc2)C=C[C@]1(C)C(=O)NCc1ccccn1	-1.7	-11	-20	-0.3	102	2	7	7	0.8	.	-6
COC(=O)C(CCSC)NC(=O)Cn1ncc2c(=O)oc3ccc(C)cc3c21 (centres undefined)	0.5	0	-1	-2.0	105	11	3	-47	-3.5	1.0	17
COc1cc(/C=C(/C#N)C(=O)Nc2ccc(Cl)cc2)ccc1Oc1nc(Cl)ncc1F	-3.4	-21	-37	0.9	89	-5	-2	-49	-1.4	-1.4	-1
Cc1ccc(CN2CC(C(=O)Nc3cc(C)ccn3)CC2=O)cc1 (centres undefined)	-1.1	-7	19	-0.6	104	4	-7	.	3.6	4.1	-2
O=C(NCCN1C(=O)S/C(=C/c2ccccc2)C1=O)C1CC(=O)N(Cc2ccccc2)C1 (centres undefined)	-0.3	9	22	-2.5	101	10	2	.	-1.2	0.2	-1
O=S(=O)(c1ccccc1)N1N=C(c2cccs2)CC1c1ccc(F)cc1 (centres undefined)	-1.8	54	-27	-0.6	87	3	-1	12	0.3	1.3	-9
COc1ccc2c(CC(=O)NNC(=O)c3ccccc3F)coc2c1	0.3	9	-3	-0.3	90	2	1	.	-0.6	2.6	10
COc1ccc(OC)c(Nc2ccc(C(=O)O)cc2[N+](=O)[O-])c1	-0.6	9	-1	-2.6	83	17	0	-9	2.3	2.6	-6
C/C(=N/NC(=O)c1ccoc1C)c1cccc(NC(=O)C(F)(F)F)c1	1.9	-12	-32	-0.4	124	2	2	11	3.9	2.7	-3

Reprinted at random: two compounds from above
SMILES	E coli growth	SUMO Mot1 rescue	HTR5A inv ctr	OPRM1-OPRD1 ag	Pemphigus Ab inh	OPRM1-OPRD1 inv	HTR5A ag	PfHsp90 yeast 2	AddAB inh	phage Ecoli inh	PKA-R1A activ
COc1ccc2c(CC(=O)NNC(=O)c3ccccc3F)coc2c1	0.3	9	-3	-0.3	90	2	1	.	-0.6	2.6	10
O=S(=O)(c1ccccc1)N1N=C(c2cccs2)CC1c1ccc(F)cc1 (centres undefined)	-1.8	54	-27	-0.6	87	3	-1	12	0.3	1.3	-9
